BRCA1 expr up: qHTS Assay to Identify Small Molecule Activators of BRCA1 Expression; MCF7-BRCA1-FFLuc reporter, luminescence, 48 h; response scale: scaled: vehicle 0%, 10 µM genistein 100%; Potency, µM (highest dose often 46.1 µM), for the others: top-dose activation, actives largely listed as activators; 1.1% of 380,000 active; further: potency means the concentration at half of the fitted maximal effect; nearly all actives have a fitted effect of over 80% in size; some results filed as inactive show a strong effect at the top dose
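Using MCF7 cells harboring a BRCA1 firefly luciferase reporter, plated 2 h before compound pinning, the screen measured luminescence after 48 h incubation. Responses were normalized to DMSO and 10 microM genistein, then fitted for concentration-effect.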
Eya2 phos inh: qHTS Assay for Inhibitors of the Phosphatase Activity of Eya2; Protein phosphatase EYA2 (Homo sapiens), O00167; recombinant Eya2, OMFP fluorescence dephosphorylation (OMFP is methylfluorescein phosphate); Potency, µM (top dose mostly 76.9 µM), without a hit: at the top dose activity, negative = inhibition, most hits filed as inhibitors; 0.006% of 330,000 active; further: potency means the concentration at half of the fitted maximal effect; on the % scale 0 is the no-effect control and ±100 the full control effect
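Eya2 (0.2 uM) preincubated 10 min at ambient with compound, then OMFP substrate added at 50 uM; 10 min reaction in 50 mM HEPES pH 7.5, 50 mM NaCl, 5 uM MgCl2, 0.05% BSA, 1 mM DTT. Fluorescence read at Ex 485/Em 525 nm.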
ELG1 genotox: qHTS screen for small molecules that induce genotoxicity in human embryonic kidney (HEK293T) cells expressing luciferase-tagged ELG1. 1.3% of 330,000 active. Potency, µM (doses to about 46 µM), for the others: at the highest dose activity change, positive = activation, usual class: activators. HEK293T ELG1-luciferase reporter, luminescence, 16 h; further: potency means the concentration at half of the fitted maximal effect; % of control where 0% means no effect; nearly all actives have a fitted effect of over 60% in size
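Genotoxicity was scored as increased ELG1-luciferase reporter signal, measured by ONE-Glo luminescence (30 min, room temperature). Compound or vehicle exposure of the HEK293T reporter cells lasted 16 hr at 37°C.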
ASM inhibitor: Inhibitors of Secretory Acid Sphingomyelinase (S-ASM): qHTS; Potency, µM (highest dose often 57.5 µM), inactives show at the highest dose activity change, negative = inhibition, hits mostly inhibitors; placental ASM, HMU-PC fluorogenic substrate, 60 min; Sphingomyelin phosphodiesterase (Homo sapiens), P17405; 0.006% of 340,000 active; further: potency means the concentration at half of the fitted maximal effect
Target sequence (P17405 47-631 limits assumed): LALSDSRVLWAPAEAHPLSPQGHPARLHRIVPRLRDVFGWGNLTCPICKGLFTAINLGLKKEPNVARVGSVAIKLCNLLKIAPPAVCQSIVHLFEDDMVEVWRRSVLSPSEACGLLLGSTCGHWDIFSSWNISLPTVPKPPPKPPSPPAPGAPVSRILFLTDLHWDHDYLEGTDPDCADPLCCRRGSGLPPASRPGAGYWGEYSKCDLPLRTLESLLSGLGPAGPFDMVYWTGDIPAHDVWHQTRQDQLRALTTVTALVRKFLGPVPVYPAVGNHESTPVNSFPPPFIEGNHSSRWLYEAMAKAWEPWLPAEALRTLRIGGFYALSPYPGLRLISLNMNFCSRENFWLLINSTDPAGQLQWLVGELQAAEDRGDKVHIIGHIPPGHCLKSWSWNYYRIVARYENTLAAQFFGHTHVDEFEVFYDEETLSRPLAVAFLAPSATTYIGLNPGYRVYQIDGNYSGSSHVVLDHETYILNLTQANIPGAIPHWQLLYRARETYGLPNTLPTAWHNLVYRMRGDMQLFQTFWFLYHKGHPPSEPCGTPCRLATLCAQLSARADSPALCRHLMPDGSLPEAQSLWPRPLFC
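qHTS format. ASM enzyme prepared from human placenta hydrolyses the fluorogenic substrate HMU-PC0 (9 uM final) over 60 min at 37 °C after a 10 min compound preincubation.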
a7 integrin act: qHTS for Activators of Integrin-Mediated Alleviation for Muscular Dystrophy; 0.064% of 350,000 active; alpha7betagal myoblasts, beta-gal FDG fluorescence, 48 h; Potency, µM (titrated, usually from 38.3 µM), for inactives: top-dose activation, most hits filed as activators;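 further: potency means the concentration at half of the fitted maximal effect; 100% = response of the positive control SU9516; nearly all actives have a fitted effect of over 60% in size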
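Alpha7betagal+/- myoblasts (passage 13) were plated 16-24 hr, then exposed to compounds (1:260 dilution of DMSO stock) for 48 hours at 37C. After MPER lysis, β-galactosidase reporter activity was read as FDG fluorescence (ex 480/em 540) after 30 minutes.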
uPA generation: qHTS for Inhibitors of Cell Surface uPA Generation. cell surface uPA generation assay, qHTS. Potency, µM (top dose mostly 38.3 µM), without a hit: at the top dose activity change, negative = inhibition, actives largely listed as inhibitors. 0.31% of 330,000 active. AID 540303, 2011; active means well fitted inhibition curve with a large enough effect; inconclusive means small, poorly fitted or top-dose-only effect; inactive means no such curve, though single readings can be large or run the other way; tested in mouse RAW 264.7 cells; further: potency means the concentration at half of the fitted maximal effect; on the % scale 0 is the no-effect control and ±100 the full control effect; nearly all actives have a fitted effect of over 55% in size
TRPV1 ag: HTS Assay for Compounds that Act as Agonists of the Vanilloid Receptor 1; Transient receptor potential cation channel subfamily V member 1 (Homo sapiens), Q8NER1; TRPV1-expressing cells, Fluo-8 calcium influx, agonist mode; activation, % at 8.33 µM; 0.19% of 320,000 active; in the data active means activation above about 80%; inconclusive means between about 30% and that limit; further: 0% is about no effect
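Fluo-8 calcium influx in TRPV1-expressing cells, kinetic read (ex 480/em 520 nm). Compound added and read 3 min for agonist activity, followed by capsaicin at EC20 final and 2 min further read for enhancement.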
TSG101-PTAP inh: qHTS Assay for Iinhibitors of HIV-1 Budding by Blocking the Interaction of PTAP/TSG101; Tumor susceptibility gene 101 protein (Homo sapiens), Q99816; 340,000 tested, under 10 active; Fluorescence polarization, FITC-PTAP peptide / Tsg101 binding; Potency, µM (top dose mostly 115 µM), without a hit: at the top dose activity change, negative = inhibition, usual class: inhibitors; active means well fitted inhibition curve with a large enough effect in the main read-out, with a control signal flat, not every such curve was filed as active; inconclusive means small, poorly fitted or top-dose-only effect, or effect the other way, or a change in a side signal; inactive means no such curve, though single readings can be large or run the other way; further: potency means the concentration at half of the fitted maximal effect; % of control where 0% means no effect
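Steps: Tsg101 binding domain dispensed (10 uM final), compounds pinned in DMSO, FITC-labeled PTAP-motif peptide added (50 nM final); after 20 min binding at room temperature, polarization measured.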
USP2a block: qHTS Assay for Inhibitors of Ubiquitin-specific Protease USP2a Using CHOP2 as the Reporter; USP2 core, Ub-CHOP2 coupled fluorogenic reporter, 485/531; AID 463254, 2010; 0.01% of 330,000 active; Potency, µM (top dose mostly 38.3 µM), inactives show top-dose activity change, negative = inhibition, actives largely listed as inhibitors;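 further: potency means the concentration at half of the fitted maximal effect; plate controls were DMSO wells for no effect and full inhibition by NEM control for full effect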
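Deubiquitinase activity read as fluorescence (485/531 nm) after Ub-CHOP2 cleavage activates the enterokinase reporter on its substrate; USP2 core 10nM, Ub-CHOP2 and substrate 25nM each, 30min compound preincubation then 60min RT; data normalized to NEM, curves fitted.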
B2AR arrestin: qHTS assay of beta-arrestin-biased ligands of beta2-adrenergic receptor | Beta-2 adrenergic receptor (Homo sapiens), P07550 | beta-arrestin recruitment to beta2AR, cell-based reporter | Potency, µM (doses to about 46.1 µM), for inactives: top-dose activation, usual class: activators | 0.02% of 330,000 active;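 further: potency means the concentration at half of the fitted maximal effect; 0% = DMSO controls and full agonism = EC100 isoproterenol or metaproterenol; nearly all actives have a fitted effect of over 65% in size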
p53 reactivation: qHTS assay for re-activators of p53 using a Luc reporter. H1299 p53-A138V BP100-luciferase reporter, luminescence, 24 h. Potency, µM (titrated, usually from 92.2 µM), for the others: top-dose activity change, positive = activation, most hits filed as activators. 0.063% of 320,000 active. AID 504706, 2011; further: potency means the concentration at half of the fitted maximal effect; % of control where 0% means no effect; nearly all actives have a fitted effect of over 45% in size
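p53-null H1299 cells stably carrying temperature-sensitive p53-A138V and a BP100-luciferase reporter were pinned with compounds (4-point, 1:5 series) and held 24 hrs at 37 deg C. Luminescence was read 10 min after detection reagent.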
The depositor's hits bear a star; ? = inconclusive; . = no result given. Unless noted, the call rests on the fitted dose curve; in most records, active means well fitted curve in the direction sought with a large enough effect; inconclusive means small, poorly fitted or top-dose-only effect, or another doubt; inactive means no such curve, though single readings can be large; an effect the other way counts as inactive or inconclusive.

SMILES | BRCA1 expr up | Eya2 phos inh | ELG1 genotox | ASM inhibitor | a7 integrin act | uPA generation | TRPV1 ag | TSG101-PTAP inh | USP2a block | B2AR arrestin | p53 reactivation
O=C(/C=C/c1ccccc1)N1CCN(c2c(Cl)cccc2[N+](=O)[O-])CC1 | -13.8% | -3.5% | -3.1% | -10.2% | 6.6% | ? | 0.0 | -1.4% | -1.3% | 8.6% | -9.6%
COc1ccc(C(=O)NC(=O)COC(=O)CCS(=O)(=O)c2ccc(C)cc2)cc1 | 21.4% | 5.2% | 3.8% | 2.4% | 4.1% | 2.9% | 1.8 | -2.5% | 1.7% | -0.2% | -0.6%
CCNc1nc(NC(C)CC)nc(Oc2ccc(=O)[nH]n2)n1 (stereo not given) | 3.4% | -9.6% | 18.5% | 0.0% | 18.5% | -7.6% | -2.8 | -7.5% | -0.5% | 0.0% | -4.6%
CCC(=O)c1ccc(OCC(=O)Nc2ccc(S(=O)(=O)Nc3cc(C)nc(C)n3)cc2)cc1 | -9.8% | 6.1% | 1.2% | -0.6% | 31.0% | -0.4% | . | -5.1% | -1.8% | -0.4% | -3.2%
COc1ccnc(Nc2ccc(C)c(C)c2)c1C#N | 13.2% | -1.5% | -0.9% | 26.5% | 5.2% | 2.0% | 0.0 | -4.2% | 3.8% | -1.6% | 4.0%
CC(=O)Nc1cccc(C(=O)OCC(=O)NNC(=O)c2ccc([N+](=O)[O-])cc2)c1 | -7.1% | -9.4% | 4.3% | -2.7% | 4.7% | -0.3% | -3.2 | -0.1% | 0.3% | 0.1% | -3.8%
Cc1cc(C(=O)NCCCN2CCN(c3cc(Cl)ccc3C)CC2)n(-c2ccccc2)n1 | -32.5% | 2.3% | -8.9% | 4.7% | -45.8% | ? | . | -3.0% | -4.1% | 0.3% | -3.2%
CCn1c(C)[n+](CCOC(C)=O)c2cc(Cl)c(Cl)cc21 | -7.5% | 11.4% | -0.9% | -0.4% | 19.1% | 0.5% | -0.7 | -5.0% | 1.2% | 0.2% | 0.2%
Cc1ccc(S(=O)(=O)C/N=C(/NC(=S)N(c2ccccc2)c2ccccc2)c2ccccc2)cc1 | -0.2% | -16.6% | -7.4% | -0.7% | 18.0% | 8.9% | 1.9 | -5.2% | 0.4% | 0.0% | 9.3%
COc1cc(OC)cc(C(=O)NCCNC(=O)c2ccccn2)c1 | -16.1% | -11.3% | 1.1% | 0.6% | 2.7% | 0.7% | 0.5 | -3.1% | 2.3% | 0.1% | 0.6%
COc1ccc(N(CC(=O)Nc2ccc(C)cc2C)S(=O)(=O)c2c(C)n[nH]c2C)cc1 | -20.2% | -7.3% | -0.2% | 4.2% | 15.9% | -1.0% | 0.8 | 0.0% | -1.2% | 0.4% | -2.8%
O=C(NCc1ccccn1)Nc1cc(Cl)cc(Cl)c1 | 1.2% | 0.8% | -1.3% | -0.7% | 17.9% | 5.2% | 3.3 | -3.6% | -1.1% | -1.0% | -10.0%

Just B2AR arrestin, uPA generation and BRCA1 expr up, for some of the entries so far:
Compound	B2AR arrestin	uPA generation	BRCA1 expr up
Cc1cc(C(=O)NCCCN2CCN(c3cc(Cl)ccc3C)CC2)n(-c2ccccc2)n1	0.3%	?	-32.5%
CCn1c(C)[n+](CCOC(C)=O)c2cc(Cl)c(Cl)cc21	0.2%	0.5%	-7.5%

Following part.
SMILES | BRCA1 expr up | Eya2 phos inh | ELG1 genotox | ASM inhibitor | a7 integrin act | uPA generation | TRPV1 ag | TSG101-PTAP inh | USP2a block | B2AR arrestin | p53 reactivation
CCOC(=O)C(NC(=O)c1ccccc1)=C1C=C(C)OC(C)=C1 | -1.6% | -3.8% | 10.6% | 2.5% | -1.3% | -3.4% | 0.0 | -3.9% | 3.7% | -0.2% | 2.2%
CCCCCCn1cc(C(=O)O)c(=O)c2cc(F)c(N3CCN(C)CC3)cc21 | -6.5% | 15.5% | -2.4% | 1.4% | -21.1% | -0.7% | 1.3 | -7.6% | 1.2% | -0.7% | -5.1%
CCCN(CCC)c1cc(Cl)nc(N)n1 | 5.0% | 0.5% | -2.0% | 3.0% | -23.0% | -5.1% | -0.3 | -10.8% | -1.5% | 0.0% | -4.8%
Cc1cc(C)cc(-n2nnnc2SCC(=O)Nc2nc(-c3ccc(F)cc3)cs2)c1 | -12.5% | -14.5% | 5.1% | -0.3% | 8.4% | 10.5% | -1.6 | 0.6% | 0.2% | -0.3% | 0.8%
CN(C)S(=O)(=O)c1cccc(N2C(=O)CC3(CCCCC3)CC2=O)c1 | 22.1% | -12.6% | -7.6% | -0.7% | 31.3% | -14.5% | 1.9 | 0.5% | 1.6% | -0.1% | 0.6%

Four compounds drawn at random from those above, as already listed:
SMILES | BRCA1 expr up | Eya2 phos inh | ELG1 genotox | ASM inhibitor | a7 integrin act | uPA generation | TRPV1 ag | TSG101-PTAP inh | USP2a block | B2AR arrestin | p53 reactivation
CCCN(CCC)c1cc(Cl)nc(N)n1 | 5.0% | 0.5% | -2.0% | 3.0% | -23.0% | -5.1% | -0.3 | -10.8% | -1.5% | 0.0% | -4.8%
CCCCCCn1cc(C(=O)O)c(=O)c2cc(F)c(N3CCN(C)CC3)cc21 | -6.5% | 15.5% | -2.4% | 1.4% | -21.1% | -0.7% | 1.3 | -7.6% | 1.2% | -0.7% | -5.1%
CCOC(=O)C(NC(=O)c1ccccc1)=C1C=C(C)OC(C)=C1 | -1.6% | -3.8% | 10.6% | 2.5% | -1.3% | -3.4% | 0.0 | -3.9% | 3.7% | -0.2% | 2.2%
Cc1cc(C)cc(-n2nnnc2SCC(=O)Nc2nc(-c3ccc(F)cc3)cs2)c1 | -12.5% | -14.5% | 5.1% | -0.3% | 8.4% | 10.5% | -1.6 | 0.6% | 0.2% | -0.3% | 0.8%

Rows were taken by chance. Share with any hit: about 2.6%.
